# High-throughput results (PubChem)
# TR SRC2 fluor cs = alters Texas Red total fluorescence, flagging assay interference. TRb/SRC2 Texas Red total fluorescence interference. Potency, µM (highest dose often 106 µM), inactives show top-dose fluorescence change, negative = quenching. hit rate 0.29% among 280,000. AID 1479; active means well fitted curve in either direction with a large enough effect; inconclusive means small, poorly fitted or top-dose-only effect; further: on the % scale 0 is the no-effect control and ±100 the full control effect
#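 Human TRβ ligand-binding domain (0.6 uM) and Texas Red SRC2 peptide (20 nM) in Tris buffer with 1 uM T3 and 5% DMSO were incubated with pinned compound for 5 hr at ambient temperature. Total fluorescence was computed as S + 2P (555/632 nm).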
# ALDH1A1 inh = blocks purified human ALDH1A1 activity; P00352; Purified ALDH1A1, NADH fluorescence, propionaldehyde substrate; Potency, µM (doses to about 75.3 µM), without a hit: at the top dose activity, negative = inhibition, hits mostly inhibitors; hit rate 7.3% among 220,000; AID 1030; active means well fitted inhibition curve with a large enough effect, not every such curve was filed as active; inconclusive means small, poorly fitted or top-dose-only effect, or another doubt; inactive means no such curve, though single readings can be large or run the other way;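 further: plate controls were no enzyme wells and a reference inhibitor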
# JMJD2E inh = inhibitors of human JMJD2E histone demethylase. B2RXH2. JMJD2E catalytic domain, FDH-coupled NADH fluorescence (FDH is formaldehyde dehydrogenase). hit rate 1.6% among 230,000. Potency, µM (highest dose often 57.1 µM), without a hit: at the highest dose activity change, negative = inhibition, hits mostly inhibitors; active means well fitted inhibition curve with a large enough effect, not every such curve was filed as active; inconclusive means small, poorly fitted or top-dose-only effect, or another doubt; inactive means no such curve, though single readings can be large or run the other way;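 further: 0% = wells with enzyme and -100% = buffer wells without enzyme; nearly all actives have a fitted effect of over 50% in size; many of its hits are not listed in these tables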
# Target sequence (B2RXH2 1-337 limits assumed): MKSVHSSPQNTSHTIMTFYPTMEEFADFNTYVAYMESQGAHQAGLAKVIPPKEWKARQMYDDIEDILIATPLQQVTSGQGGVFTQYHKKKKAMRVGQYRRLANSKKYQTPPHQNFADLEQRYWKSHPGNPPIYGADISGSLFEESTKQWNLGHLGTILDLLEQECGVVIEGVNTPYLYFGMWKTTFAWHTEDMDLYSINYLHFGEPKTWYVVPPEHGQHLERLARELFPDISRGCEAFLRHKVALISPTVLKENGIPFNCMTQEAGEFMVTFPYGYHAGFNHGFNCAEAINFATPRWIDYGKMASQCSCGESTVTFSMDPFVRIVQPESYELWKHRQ
# SMN2 splice enh = SMN2 splice variant enhancement; HEK293 SMN2-luciferase splicing reporter, luminescence, 30-36 h; Potency, µM (top dose mostly 46.1 µM), inactives show at the top dose activity change, positive = activation, most hits filed as activators; hit rate 2.8% among 210,000; further: % of control where 0% means no effect; nearly all actives have a fitted effect of over 55% in size
#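 HEK293 cells carry an SMN2 […]–luciferase reporter in which exon 7 inclusion puts luciferase in frame. Cells were plated 10-12 h before compound addition, then incubated 30-36 h at 37C. ONE-Glo luminescence was read; sodium butyrate at 4.5 mM final served as control.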
# GoLoco inh red = inhibitors of human Gai1-RGS12 GoLoco interaction (red fluorophore); P63096; Gai1:RGS12 GoLoco peptide FP, rhodamine, 10 min; Potency, µM (highest dose often 61.6 µM), without a hit: at the highest dose activity, negative = inhibition, usual class: inhibitors; hit rate 0.44% among 230,000; AID 880; active means well fitted inhibition curve with a large enough effect, not every such curve was filed as active; inactive means no such curve, though single readings can be large or run the other way; further: on the % scale 0 is the no-effect control and ±100 the full control effect; nearly all actives have a fitted effect of over 30% in size; many of its hits are not listed in these tables
# Target sequence (P63096 whole entry, looked up): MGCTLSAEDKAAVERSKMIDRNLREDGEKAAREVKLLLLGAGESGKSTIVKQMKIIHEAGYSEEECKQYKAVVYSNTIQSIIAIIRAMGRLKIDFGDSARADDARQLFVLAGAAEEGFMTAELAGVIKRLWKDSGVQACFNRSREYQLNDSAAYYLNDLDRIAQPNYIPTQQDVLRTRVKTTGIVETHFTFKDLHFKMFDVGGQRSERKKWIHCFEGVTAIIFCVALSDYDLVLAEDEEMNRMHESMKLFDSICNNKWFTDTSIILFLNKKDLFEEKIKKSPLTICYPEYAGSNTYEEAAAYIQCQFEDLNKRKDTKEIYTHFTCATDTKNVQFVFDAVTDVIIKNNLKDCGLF
# LMNA splice mod = modulators of lamin A splicing; HeLa LMNA splicing GFP/RFP minigene ratio, 48 h; Potency, µM (highest dose often 46.1 µM), for the others: top-dose ratio change, negative = inhibition, usual class: inhibitors; hit rate 0.01% among 200,000; AID 1487; active means well fitted inhibition curve with a large enough effect in the signal ratio, with a control signal flat, not every such curve was filed as active; inconclusive means small, poorly fitted or top-dose-only effect, or effect the other way, or a change in a side signal; the % refers to the signal ratio; further: on the % scale 0 is the no-effect control and ±100 the full control effect
#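 Read-out is the ratio of GFP to DsRed2 object intensity, acquired by 488 nm laser-scanning cytometry on HeLa lamin A-EGFP minigene reporter cells. Compound incubation 48 hrs at 37 °C in Opti-MEM with 2% FBS; DMSO 0.5% final.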
# TRb-SRC2 inh = TRbeta-SRC2 interaction inhibition; P10828; TRbeta-SRC2 peptide binding, fluorescence polarization; receptor liganded with 1 µM T3; Potency, µM (doses to about 106 µM), for the others: at the top dose activity change, negative = inhibition, hits mostly inhibitors; hit rate 0.065% among 280,000;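 further: plate controls were bound peptide for no effect and peptide without receptor for full effect; nearly all actives have a fitted effect of over 50% in size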
#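 Human TRb ligand-binding domain (0.6 uM) is mixed with 20 nM Texas Red SRC2 peptide and 1 uM T3; after compound addition and 5 hr at ambient temperature, polarization is measured and normalized to unbound and bound controls.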
# RECQ1 inh = RECQ1 (human) helicase inhibition | P46063 | Potency, µM (series often up to 57.3 µM), without a hit: at the top dose activity, negative = inhibition, hits mostly inhibitors | hit rate 0.54% among 240,000 | RECQ1 DNA unwinding, red fluorescence kinetic read;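 further: plate controls were vehicle for no effect and no enzyme for full effect; nearly all actives have a fitted effect of over 30% in size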
#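 RECQ1T1 50 nM; forked duplex (20 bp + 30-nt ss tails) 200 nM, ATP 2 mM final; pH 8.0, 2 mM MgCl2, 2.5 ug/ml poly(dI-dC); 15 min compound preincubation; discontinuous kinetic read over 2 h at RT.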
# * = called active by the depositor; i = inactive; ? = inconclusive; / = not tested or not shown; & = joins results of further samples; [ ] = dose if it differs, or a comment. Unless noted, the call rests on the fitted dose curve; in most records, active means well fitted curve in the direction sought with a large enough effect; inconclusive means small, poorly fitted or top-dose-only effect, or another doubt; inactive means no such curve, though single readings can be large; an effect the other way counts as inactive or inconclusive. Potency means the concentration at half of the fitted maximal effect. A portion of the library, so the mix of outcomes need not match the whole.
SMILES,TR SRC2 fluor cs,ALDH1A1 inh,JMJD2E inh,SMN2 splice enh,GoLoco inh red,LMNA splice mod,TRb-SRC2 inh,RECQ1 inh
Cc1sc2nc(SCC(=O)Nc3ccc(S(=O)(=O)NCCCC(=O)O)cc3)[nH]c(=O)c2c1C,-5%,-4%,-5%,/,30%[activator],/,-4%,-3%
Cc1nc2c3cc(F)ccc3n(Cc3ccccc3F)c2s1,-1%,?,0%,16%,-3%,5%,2%,-6%
Cc1cc(NC(=O)CCCN2C(=O)/C(=C\c3cccs3)SC2=S)no1,1%,10%,9%,-2%,7%,?,-8%,-7%
Cc1nn(CC(=O)c2ccccc2)c(=O)c2nn(-c3ccccc3F)c(C)c12,-1%,?,5%,-12%,3%,?,-6%,-4%
O=C1NN=C(c2ccc(Br)cc2)CC1c1ccc(Cl)cc1 (stereo not given),-3%,-1%,-3%,-2%,2%,/,-7%,-6%
CCOC(=O)COc1ccc(S(=O)(=O)NCCC2=CCCCC2)cc1,1%,32µM*,2%,/,-3%,-7%,7%,5%
N#Cc1ccc(CNc2cnccn2)cc1,0%,?,?,-10%,5%,3%,-7%,-11%
COCCNC(=O)CS(=O)Cc1nc(-c2ccc(Cl)cc2)oc1C (stereo not given),1%,-2%,-10%,-1%,10%,-1%,2%,-11%
Cc1cccc2sc(NNC(=O)c3ccc(S(=O)(=O)N4CCc5ccccc5C4)cc3)nc12,1%,?,10%,-77%[inhibitor],-3%,?,-7%,-6%
O=S(=O)(c1ccccc1)n1ccc2ccccc21,-3%,?,1%,-6%,1%,?,-1%,10%
Cc1ccc(-n2c(C)cc(C(=O)COC(=O)c3ccc[nH]c3=O)c2C)cc1C,-6%,0%,?,7.1µM*,-2%,-2%,-1%,i
CCn1ncc(/C=N/NC(=O)c2cc(Cl)ccc2OC)c1C,-2%,10%,-11%,10%,5%,1%,3%,0%
COc1ccc(C2C(C#N)=C(N)OC3=C2C(=O)CC(C)(C)C3)cc1Cn1cc([N+](=O)[O-])cn1 (stereo not given),4%,-12%,3%,10%,2%,-5%,4%,-4%
CCc1nn2c(N)c(/C=C3\C=Nc4ccccc43)c(=O)nc2s1,-8%&-3%,10%,-3%&-10%,11%,22%&21%,?,0%&1%,-5%&-6%
COc1ccc(CNc2nc(C)c([N+](=O)[O-])c(C)c2C#N)cc1,-2%,4%,-3%,9%,-2%,-7%,5%,-17%
O=c1[nH]c2cccnc2n1-c1cccc([N+](=O)[O-])c1,0%,/,5%,/,1%,/,1%,2%
NNC(=O)Cn1c(COc2ccc(Cl)cc2)nc2ccccc21,0%,11%,8%,6%,1%,5%,-6%,-12%
O=C(NC1CCCC1)c1ccc(Cn2c(=O)[nH]c3ccsc3c2=O)cc1,-1%,/,-7%,/,6%,/,2%,7%
Cc1nnn(C23CC4CC(CC(C4)C2)C3)n1,2%,-11%,3%,-11%,1%,-8%,7%,-1%
Cc1cc(C(=O)N2CCCC(C(=O)c3cccc4ccccc34)C2)nc(C)n1 (stereo not given),1%,-2%,3%,/,8%,/,-4%,i
CCc1ccc(C(=O)COC(=O)CNC(=O)COc2ccccc2)cc1,0%,1%,15%,?,-13%,-1%,0%,-11%
O=c1[nH]cnc2sc(-c3ccccc3)cc12,1%,?,-27%,16%,8%,?,4%,i
O=C(CN1C(=O)c2ccccc2S1(=O)=O)c1ccc2c(c1)OCCO2,-2%,/,-12%,/,1%,/,-7%,-5%
Cn1ncc(C#N)c1NC(=O)c1cc(-c2ccccc2Cl)on1,0%,-9%,5%,6%,-16%,12%,-4%,-7%
O=C(O)c1cnn2c1NC(c1cccs1)CC2C(F)(F)F (stereo not given),-1%,-4%,4%,/,/,5%,-11%,-2%
SMILES,TR SRC2 fluor cs,ALDH1A1 inh,JMJD2E inh,SMN2 splice enh,GoLoco inh red,LMNA splice mod,TRb-SRC2 inh,RECQ1 inh
COc1ccc(CNC(=O)C(C)c2ccc([N+](=O)[O-])cc2)cc1 (stereo not given),-3%,-11%,6%,-4%,12%,20%[46 µM],0%,i
CC(C)N1C(=O)CCC1C(=O)NCc1cccs1 (stereo not given),-3%,1%,10%,-2%,1%,-9%[46 µM],0%,-4%
COC(=O)c1ccc(C)c(NC(=O)CCc2cc(OC)c(OC)c(OC)c2)c1,1%,-1%,-4%,15%,-21%,6%,-6%,i
CC(Oc1ccccc1Br)C(=O)N1CCc2ccccc21 (stereo not given),1%,-1%,-3%,1%,7%,?,-14%,-17%
COc1cccc(C(=O)CN(C(=O)c2ccc(Cl)cc2Cl)N2C(=O)c3ccccc3C2=O)c1,-3%,16µM*,3%,5%,9%,-16%,6%,4%
Cc1nc2ccccc2nc(C)c1=NOCc1ccc(Cl)cc1Cl,1%,8%,?,-2%[1.84 µM],3%,?,-5%,-19%
CCCNC(=O)COC(=O)/C=C/c1cccc(F)c1,-1%,9%,-2%,22%,3%,-5%[46 µM],-3%,i
O=[N+]([O-])c1cccc(-c2nnc3ccc4ccccc4n23)c1,?,-5%,-30%,-3%,1%,-6%,5%,?
CN(c1ccc(C(=O)Nc2ccc3c(c2)OCCO3)cc1)S(C)(=O)=O,0%,-7%,-6%,11µM*,25%,3%,-13%,-3%
O=C(NNS(=O)(=O)c1ccccc1Cl)c1nn(-c2ccc(F)cc2)ccc1=O,-6%,7%,1%,/,6%,/,-9%,-5%
Cc1ccc(N(C(C)C(=O)N2CCC(C)CC2)S(C)(=O)=O)cc1C (stereo not given),0%,17%,8%,-15%,4%,-8%,-6%,-6%
CCNC(=O)CCSc1nnc(-c2ccco2)o1,-2%,8%,-9%,-20%,1%,3%,-1%,0%
CCn1cc([N+](=O)[O-])c(C(=O)Nc2nc(-c3ccc(C)cc3)c(C)s2)n1,-3%,9%,12%,5%,2%,?,-8%,-13%
Cc1c(C(=O)N2CCc3ccccc32)cnn1C,-2%,7%,6%,8%,-13%,1%,1%,-3%
CC(C)=NNC(=O)c1c(O)c2ccccc2[nH]c1=O,-2%,13µM*,?,/,1%,/,-4%,12%
O=C(O)C1CCCCC1C(=O)NCCCc1ccccc1 (stereo not given),2%,-2%,-6%,54%,6%,-6%,-1%,-10%
CC(C)[C@@H](OCc1ccccc1)[C@H](C)/C=N\O[C@@H](C)c1cn([C@H](CO)Cc2ccccc2)nn1,-8%&-1%[11.2 µM],2%&7%[13.5 µM],/,/,/,/,-1%&-3%[11.2 µM],8%&5%[11.5 µM]
NC(=O)CCn1ccc2ccccc21,-3%,6%,-2%,3%,0%,?,-9%,-3%
COCCn1c(SCC(=O)NC2CCCC2)nc2cccnc21,-1%,3%,5%,0%,-3%,/,0%,7%
CCN(C(=O)CSc1cc(C)c2ccccc2n1)C1CCS(=O)(=O)C1 (stereo not given),-1%,-2%,-7%,-23%,7%,9%[46 µM],5%,i
Cc1cc(SCC(=O)c2ccc(O)c(O)c2)nc2ccccc12,-2%,7%,?,/,10%,-9%[46 µM],2%,25µM*
Cc1cc(C)c(NC(=O)COC(=O)CSc2ccc(Br)cc2C)c(C)c1,-6%,-4%,-6%,6%,8%,0%,8%,7%
CC(C)(C)C(=O)NC(=S)Nc1ccc(F)cc1,0%,22µM*,4%,19%,1%,?,-3%,-5%
CCCc1ccc(-c2cc(C(=O)NC3=NCCS3)c3ccccc3n2)cc1,1%,2%,?,/,/,?,2%,-15%
O=C(C1CCN(S(=O)(=O)c2cccc3cccnc23)CC1)N1CCc2ccccc21,1%,?,-1%,-12%,14%,8%[0.0737 µM],3%,-7%
SMILES,TR SRC2 fluor cs,ALDH1A1 inh,JMJD2E inh,SMN2 splice enh,GoLoco inh red,LMNA splice mod,TRb-SRC2 inh,RECQ1 inh
Cc1csc(NC(=O)c2cccc(C)c2C)n1,0%,13%,-1%,/,/,1%,-4%,-5%
COc1ccc(-n2c(=O)cnc3cnc(Nc4ccccc4)nc32)cc1,/,?,/,-22%,196%[activator],/,/,-2%
O=C(CCNS(=O)(=O)c1ccc2c(c1)CCC(=O)N2)NCc1ccc2c(c1)OCO2,-3%,9%,2%,-7%,8%,5%,-6%,-2%
CC(C)CCCC(C)C1CCC2C3C(=O)C=C4CC(O)CC[C@@]4(C)C3CC[C@@]12C (stereo not given in full),-3%,-6%,1%,2%,-6%,3%,-4%,6%
CCC(=O)Nc1ccc(C(=O)NNC(=O)c2cc([N+](=O)[O-])cc([N+](=O)[O-])c2)cc1,-2%,0%,-3%,/,13%,/,-1%,-8%
COc1cc2c(cc1NC(=O)c1cccc([N+](=O)[O-])c1C)oc1ccccc12,-1%,9%,-2%,-25%,-8%,-7%,7%,-7%
O=c1[nH]c(CSc2nnnn2-c2ccc(Cl)cc2)nc2ccccc12,-4%,?,-5%,-17%,35%[activator],?,0%,-10%
COc1ccc(-n2nnc3c(=O)n(CC(=O)N4CCCc5ccccc54)cnc32)cc1,-4%,?,-7%,-1%,-1%,-6%,-5%,-4%
Cc1cccc(Nc2ncnc3nc[nH]c23)c1,-9%,8%,-1%,?,8%,-6%,7%,6%
CCCN1Cc2cccc(C(=O)N3CCN(c4ccccc4)CC3)c2C1=O,-3%,-3%,-5%,-10%,5%,5%,1%,i
Cc1nc(Nc2ccc(Cl)c(Cl)c2)sc1C(=O)Nc1ccccc1,-1%[53 µM],-6%,?,-31%[inhibitor],-2%,?,-4%[53 µM],-14%
COc1cccc(NC(=O)COC(=O)c2c3c(nc4ccccc24)CCC(C)C3)c1 (stereo not given),1%,?,-2%,-45%[inhibitor],10%,2%,6%,?
CCOC(=O)c1cc(-c2ccccc2)sc1NC(=O)CN1C(=O)NC(CC)(c2ccc(F)cc2)C1=O (stereo not given),1%,?,?,?,-4%,9%,-17%,32µM*
CC(=O)/C(=N\Nc1ccccc1)Sc1nnc(-c2ccccc2)n1-c1ccccc1,-3%,2%,2%,-18%,-1%,-11%,3%,-12%
